FXIIa inh = human FXIIa protease inhibitors, primary screen, biochemical, 1536-well; purified FXIIa, Boc-QGR-AMC fluorogenic substrate, 2 h; inhibition, % at 5 µM; 220,000 compounds, 0.3% hits; Coagulation factor XII (Homo sapiens), P00748; in the data active = inhibition above about 40%;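 also: 0% = enzyme with no compound and 100% = blank without enzyme; many of its hits are not listed in these tables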
14-3-3 Bad PPI = inhibitors of 14-3-3 zeta/Bad binding, primary screen, biochemical, TR-FRET, bovine 14-3-3 zeta | 14-3-3 protein zeta/delta (Bos taurus), P63103 | TR-FRET 14-3-3zeta/Dy647-pBad peptide displacement, 1 h | inhibition, % at 21.7 µM | 220,000 compounds, 0.71% hits;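 active = inhibition above about 70%, limit read from the data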;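 also: 0% = full 14-3-3 plus peptide FRET controls and 100% = background without 14-3-3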
Target sequence (P63103 whole entry, looked up): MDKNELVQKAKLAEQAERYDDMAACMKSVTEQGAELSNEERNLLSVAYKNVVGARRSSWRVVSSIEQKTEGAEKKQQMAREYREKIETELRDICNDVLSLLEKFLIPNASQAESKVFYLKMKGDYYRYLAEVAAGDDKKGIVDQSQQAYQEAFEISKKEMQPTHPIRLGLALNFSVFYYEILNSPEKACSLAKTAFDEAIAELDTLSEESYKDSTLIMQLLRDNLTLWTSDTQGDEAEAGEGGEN
Hck-Nef inh = inhibitors of Nef-activated human Hck kinase, primary screen, biochemical, Z-Lyte FRET, 384-well, Hck-YEEI; Tyrosine-protein kinase HCK (Homo sapiens), P08631; Recombinant Hck-YEEI plus Nef, Z-Lyte FRET kinase assay; inhibition, % at 20 µM; 220,000 compounds, 0.68% hits;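 active = Hck-Nef kinase inhibition above about 50%, limit read from the data; inactive = inhibition below that limit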;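 also: 0% = DMSO with Hck plus Nef and 100% = Hck alone without Nef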
FXIa inh = human FXIa protease inhibitors, primary screen, biochemical, 1536-well | Coagulation factor XI (Homo sapiens), P03951 | purified FXIa, Boc-Glu-Ala-Arg-AMC fluorogenic substrate | inhibition, % at 5 µM | 220,000 compounds, 0.14% hits;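 active = inhibition of at least 40%; inactive = inhibition below 40%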;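 also: fluorescence of freed AMC excited at 355 nm; 0% = enzyme without compound and 100% = no enzyme blank; many of its hits are not listed in these tables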
thrombin 1536 = human alpha-thrombin inhibitors, primary screen, counter-screen for coagulation protease inhibitor project, biochemical, 1536-well, fluorogenic AMC substrate | inhibition, % at 5 µM | 220,000 compounds, 0.26% hits | Boc-VPR-AMC fluorogenic substrate cleavage | Prothrombin (Homo sapiens), P00734;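 active = inhibition at or above 40%; inactive = inhibition below 40%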;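 also: 0% = enzyme with no compound and 100% = wells without enzyme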
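Test system: human alpha-thrombin protein / Dosing: one concentration per compound, 5 µM, with 0.2% DMSO / Medium: pH 7.5 Tris-saline with Tween 20 / Benchmarks: no-compound enzyme wells and no-enzyme blanks / Read-out basis: percent inhibition of thrombin substrate cleavage / Timing: reaction at room temperature / Measured by: fluorescence, ex 355 nm, em 460 nm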
Wee1 degr inh = Wee1 degradation inhibitors, primary screen, cell-based, HeLa, Wee1K328M-luciferase, luminescence. Wee1-like protein kinase (Homo sapiens), P30291. HeLa Luc-Wee1K328M stability; 100% = proteasome inhibitor MG132 effect. reporter increase, % at 5 µM. 220,000 compounds, 1.2% hits;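 active = activation above the mean of all tested compounds plus 3 SD, set per screening run, cut at about 8.8% in these data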;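 also: cells exposed to compound for 20 h before luminescence read; 0% = DMSO alone and 100% = MG132 at 30 µM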
KLK5 inh = human KLK5 protease inhibitors, primary screen, biochemical, 1536-well; Kallikrein-5 (Homo sapiens), Q9Y337; recombinant hK5, fluorogenic AMC substrate cleavage; 210,000 compounds, 0.59% hits; inhibition, % at 5 µM;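 active = inhibition of 40% or more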;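 also: 0% = enzyme controls without compound and 100% = no-enzyme blanks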
Runt-CBFb FRET = inhibitors of RUNX1 Runt–CBFb binding, primary screen, biochemical, FRET, Cerulean-Runt, Venus-CBFb, uHTS. 220,000 compounds, 0.46% hits. inhibition, % at 20 µM. Cerulean-Runt/Venus-CBFb FRET ratio 530/480, 1 h. Runt-related transcription factor 1 (Homo sapiens) + Core-binding factor subunit beta …;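 active = inhibition over about 50% at 20 µM in the single-dose screen, limit read from the data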;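 also: 0% = DMSO wells and 100% = excess unlabeled CBFb competitor control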
Target sequence (Q01196 whole entry, looked up): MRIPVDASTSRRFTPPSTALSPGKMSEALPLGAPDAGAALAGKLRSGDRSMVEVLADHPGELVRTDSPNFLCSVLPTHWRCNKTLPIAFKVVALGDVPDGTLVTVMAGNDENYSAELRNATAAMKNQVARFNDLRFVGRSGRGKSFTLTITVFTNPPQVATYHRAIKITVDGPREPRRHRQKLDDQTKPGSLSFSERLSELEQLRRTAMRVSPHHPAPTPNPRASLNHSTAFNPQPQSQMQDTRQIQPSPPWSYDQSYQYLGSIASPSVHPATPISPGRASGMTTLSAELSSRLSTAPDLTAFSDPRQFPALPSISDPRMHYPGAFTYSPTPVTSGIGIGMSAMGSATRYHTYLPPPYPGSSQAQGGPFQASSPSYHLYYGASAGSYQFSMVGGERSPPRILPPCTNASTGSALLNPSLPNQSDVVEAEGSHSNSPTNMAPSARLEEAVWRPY
Target sequence (Q13951 whole entry, looked up): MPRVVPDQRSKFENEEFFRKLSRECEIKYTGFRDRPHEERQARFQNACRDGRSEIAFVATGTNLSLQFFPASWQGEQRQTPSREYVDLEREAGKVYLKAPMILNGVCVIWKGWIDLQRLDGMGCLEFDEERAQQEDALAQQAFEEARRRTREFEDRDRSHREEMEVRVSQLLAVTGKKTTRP
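System: Cerulean-labeled Runt domain protein | Quantity: 100 nM of each labeled protein | Schedule: 1 h compound exposure, room temperature | Detection: Fluorescence energy transfer, 422 nm excitation, 530/480 nm emission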
Runt-SMMHC FRET = inhibitors of RUNX1 Runt–CBFb-SMMHC binding, primary screen, biochemical, FRET, Cerulean-Runt, Venus-CBFb-SMMHC, uHTS | Runt-related transcription factor 1 (Homo sapiens) + Core-binding factor subunit beta … | Cerulean-Runt/Venus-CBFb-SMMHC FRET ratio 530/480, 1 h | inhibition, % at 20 µM | 220,000 compounds, 0.74% hits | AID 1434, 2008;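 active = mean inhibition across duplicate retests at 20 µM reaching about 50%, limit read from the data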;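 also: 0% = DMSO wells and 100% = wells with excess untagged CBFb-SMMHC; inhibitors lower the FRET ratio by blocking Runt binding to CBFb-SMMHC; some results filed as inactive read as strong as hits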
* marks the source's active call; other numbers are inactive results; . = no result given; [ ] = dose if it differs, or a comment.

Molecule	FXIIa inh	14-3-3 Bad PPI	Hck-Nef inh	FXIa inh	thrombin 1536	Wee1 degr inh	KLK5 inh	Runt-CBFb FRET	Runt-SMMHC FRET
CN(C)S(=O)(=O)c1ccc(N2CCCC2)c(C(=O)NCc2ccc(Cl)cc2)c1	9	0	2	5	0	2	-8	-1	-2
COc1ccc(CCN2C(=O)C3C4CC(C5C(C(=O)N/N=C\c6ccc(Cl)cc6)=NOC45)C3C2=O)cc1OC (stereo not drawn)	15	1	1	12	3	1	-6	0	0
C=CCOC(=O)C1=C[C@@H](c2ccc(Br)cc2)C[C@@H](OCc2ccc(CO)cc2)O1	8	9	7	1	-2	-1	1	-4	-1
CCn1c(SCC(=O)NCc2cccs2)nnc1-c1ccco1	7	7[fluorescence artefact?]	5	9	2	0	-18	0	4
CCN(CC)C(=O)CSc1nc(O)c(Cc2ccccc2)c(=O)n1-c1ccccc1C	3	0	-7	-1	0	-2	-2	-3	0
CC(C)CCNC(=O)C(c1cccnc1)N(CCc1ccccc1)C(=O)Cn1nnc2ccccc21 (stereo not drawn)	12	0	7	4	1	-1	-12	-2	-3
O=C(OCC1COc2ccccc2O1)c1c(F)cccc1F (stereo not drawn)	11	-4[fluorescence artefact?]	0	11	-11	3	-25	1	0
COc1cccc(NC(=O)NCc2cccn2C)c1	-13	.	1	-15	-5	0	-12	-3	2
CC(=O)c1cc(C#N)c(SCc2ccc(F)cc2)nc1C	4	4	0	-11	-6	1	0	-2	0
CCOc1ccccc1-n1nnnc1SCC(=O)Nc1cc2oc3ccccc3c2cc1OC	5	2	1	6	-6	-1	8	-1	3
O=C1NCCN1CCNS(=O)(=O)c1ccc2ccccc2c1	21	-5	-2	13	13	-4	5	-1	4
CC(C)C(=O)N1CCN(c2ccc(NC(=O)c3ccc([N+](=O)[O-])o3)cc2Cl)CC1	2	0	-7	-2	0	6	-5	1	3

(listing goes on)
Molecule	FXIIa inh	14-3-3 Bad PPI	Hck-Nef inh	FXIa inh	thrombin 1536	Wee1 degr inh	KLK5 inh	Runt-CBFb FRET	Runt-SMMHC FRET
COC(=O)c1nn(C23CC4CC(CC(C4)C2)C3)c2c1C(=O)N(c1ccc(F)cc1)C2=O	19	-5	0	17	1	0	2	-3	3
COc1cc(OC)nc(/N=C/NO)n1	5	2	-2	0	-9	0	-11	2	2
COc1ccc(C(=O)NNC(=O)c2cc3cccc(OC)c3oc2=O)cc1	4	-22	21	5	0	0	-2	-5	0
COc1ccc(C(=O)NC(=S)Nc2ccc(N3CCOCC3)c(Cl)c2)cc1[N+](=O)[O-]	18	-2	12	10	1	4	-10	36	4
O=[N+]([O-])/C(=C\Nc1ccccc1Cl)S(=O)(=O)c1ccccc1	14	45	1	6	-4	1	-9	0	2
CCOC(=O)c1ccc2nc(C)cc(Nc3cccc(C(=O)O)c3)c2c1	15	-8[fluorescence artefact?]	-4	10	3	3	-9	-1	0
N/C(=N\S(=O)(=O)c1ccc(Cl)s1)c1ccccc1	2	6	1	2	8	0	-18	-1	5
Nc1[nH]n2c(=O)cc(-c3ccccc3)nc2c1N=Nc1ccc2c(c1)OCO2	30	-14	31	14	2	-3	12	12	-5
CCN(CC)S(=O)(=O)c1ccc(-c2nnc3sc4cccc(C)c4n23)cc1	8	8	9	1	-2	6	-3	-2	-2
O=[N+]([O-])c1cccc(CNc2ccc3c(c2)CCC3)c1	7	34[fluorescence artefact?]	6	-1	-4	0	-16	2	-1
CCOC(=O)COc1ccc(C)cc1-c1ccno1	-1	-6	11	-8	-7	3	12	0	0
O=C(NCc1cccs1)C(=O)NCC(c1ccco1)N1CCN(c2ccccc2)CC1 (stereo not drawn)	-10	-9	-10	-8	-5	-1	-29	-1	-1

Following part:
Molecule	FXIIa inh	14-3-3 Bad PPI	Hck-Nef inh	FXIa inh	thrombin 1536	Wee1 degr inh	KLK5 inh	Runt-CBFb FRET	Runt-SMMHC FRET
Cc1ccc2cc(/C=N/NC(=O)CN3CCCCC3)c(Cl)nc2c1	4	-10	24	-1	-8	-2	0	2	1
Cc1ccsc1C(C(=O)NC1CCCCC1)N(C(=O)c1csnn1)C1CC1 (stereo not drawn)	15	6	0	6	8	-5	3	0	4
CCCCCC(=O)N1CCCCC1	4	3	10	5	-6	0	-5	0	-5
CCc1nc(Nc2ccc3c(c2)OCCO3)c2oc3ccccc3c2n1	-1	86*	-15	-9	-6	-3	2	-1	3
COCCCN(C(C)=O)c1nc(-c2ccccc2)cs1	2	3	0	2	-9	-2	3	1	-2
COc1cccc2c(=O)c3ccoc3n(C)c12	7	7	20	6	1	-2	4	0	-2
Cc1ccccc1Cn1c(-c2cncs2)nc2ccccc21	15	.	1	2	-1	0	-2	-2	4
CN1CCN(c2ccccc2NC(=O)c2ccc(Br)o2)CC1	1	2[fluorescence artefact?]	39	4	8	-2	-13	-2	3
Cc1cc(=O)oc2cc(OCC#N)ccc12	16	6[fluorescence artefact?]	17	5	-12	-4	-49	-1	5
CN1C(=O)c2ccccc2Sc2ccc(NC(=O)N3CCOCC3)cc21	8	-15	21	-1	-7	2	1	0	0
O=C(Nc1ccc(Cl)cc1Cl)c1n[nH]c(Cn2cncn2)n1	0	.	1	-3	0	-3	-1	-3	-4
Cc1ccc(OCCCCn2ccnc2)c(Cl)c1	16	18	3	3	2	-1	8	2	3

The list goes on:
Molecule	FXIIa inh	14-3-3 Bad PPI	Hck-Nef inh	FXIa inh	thrombin 1536	Wee1 degr inh	KLK5 inh	Runt-CBFb FRET	Runt-SMMHC FRET
C/C(CC(=O)Nc1ccc(Br)cc1)=N\NC(=O)Cc1csc(N)n1	9	5	9	5	4	1	7	3	-2
Cc1ccc(/C=C/C(=O)N2CCN(c3cccc(C(F)(F)F)c3)CC2)cc1	9	2	1	2	-6	8	-5	-7	2
O=[N+]([O-])c1nn(-c2ccc3c(c2)OCCO3)n(O)c1=NCCCO	14	1	-3	2	1	0	3	-1	-3
Cc1nc2ccccc2n1CCc1nc2c3ccccc3nc(SCC(=O)NCc3ccco3)n2n1	7	14	18	6	-3	0	0	-1	-6
Cc1cc2c(cc1C)NC(c1nc3ccccc3[nH]1)C1=C(CC(C)(C)CC1=O)N2 (stereo not drawn)	17	17	1	3	1	-2	-8	-1	4
O=C(COc1ncnc2c1cnn2-c1ccccc1)Nc1ccc(S(=O)(=O)N2CCCCC2)cc1	7	1	0	-2	-9	0	-1	-3	4
COc1ccc(-n2c(CNC(=O)c3cccs3)n[nH]c2=S)cc1	6	-25	5	-7	2	3	-13	6	12
O=C1c2cccnc2C(Nc2ccc(Br)cc2)N1Cc1cccs1 (stereo not drawn)	13	52	-1	4	-7	1	6	-1	2
O=C(Nc1ccc(-c2csnn2)cc1)C1CC1	15	1	-3	7	31	3	5	-1	1
O=C(C1CC1)N1CCN(S(=O)(=O)c2ccc3c(c2)OCCO3)CC1	11	-15	21	-5	1	-2	14	0	1
O=C(O)c1ccc(S(=O)(=O)c2ccc3c(c2)C(=O)N(NC(=O)c2cccnc2)C3=O)cc1	0	2	-3	-9	-10	4	-3	4	2
CC1(C)CC1C(=O)Nc1ccc([N+](=O)[O-])cc1Br (stereo not drawn)	9	8	1	4	-3	-1	-1	1	1

Reprinted at random: two entries already listed, in no set order.
Molecule	FXIIa inh	14-3-3 Bad PPI	Hck-Nef inh	FXIa inh	thrombin 1536	Wee1 degr inh	KLK5 inh	Runt-CBFb FRET	Runt-SMMHC FRET
CCOC(=O)COc1ccc(C)cc1-c1ccno1	-1	-6	11	-8	-7	3	12	0	0
CCc1nc(Nc2ccc3c(c2)OCCO3)c2oc3ccccc3c2n1	-1	86*	-15	-9	-6	-3	2	-1	3

Carrying on.
Molecule	FXIIa inh	14-3-3 Bad PPI	Hck-Nef inh	FXIa inh	thrombin 1536	Wee1 degr inh	KLK5 inh	Runt-CBFb FRET	Runt-SMMHC FRET
O=C(Nc1ccccc1N1CCOCC1)c1cnccn1	9	-8[fluorescence artefact?]	1	-6	-5	-1	13	-2	2
Cc1ccnc(NC(=O)Cn2cc([N+](=O)[O-])cn2)c1	5	-8	19	-5	-4	0	-13	0	2
O=C(CN(C(=O)CCC(=O)Nc1nccs1)c1ccc(F)cc1)NCc1ccco1	13	11	0	0	-18	2	-9	3	0
CC(=O)Nc1ccc(OCC(=O)NC(C)c2ccc(F)cc2)cc1 (stereo not drawn)	2	-12	9	-3	-8	2	-6	0	-2
Cc1cccc(NC(=O)N2CCC(n3nnc4cc(C)ccc43)CC2)c1	2	-4	22	-6	-10	0	-4	0	0
O=C(CCNC(=O)c1ccco1)Nc1ccc(SC(F)F)cc1	2	2	23	-5	-7	-2	-5	-3	4
O=C(Nc1nnc(-c2ccc(Cl)cc2)o1)Nc1ccccc1Cl	8	-7	0	2	4	0	5	-1	-4
COc1ccc2c(c1OC)C(=O)N(c1cccc(C(F)(F)F)c1)C2	9	8	0	-1	-5	-2	1	-2	-3
COC(CNC(=S)Nc1ccc([N+](=O)[O-])cc1)OC	15	-10	2	5	4	-2	-18	3	6
O=C(CCl)NC(Cc1ccccc1)c1ccccc1 (stereo not drawn)	-7	1	19	-4	-8	4	-8	-1	0
